GPR151 ag – activators of human GPR151, primary screen, cell-based, PathHunter beta-arrestin, luminescence; G-protein coupled receptor 151 (Homo sapiens), Q8TDV0; PathHunter beta-arrestin GPR151 cells; activation, % at 11.2 µM; actives 1% (n = 650,000); AID 1508602, 2020; in the data active means activation above about 4.9%;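 further: 0% = median of compound wells and 100% = cells with positive control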
Target sequence (Q8TDV0 whole entry, looked up): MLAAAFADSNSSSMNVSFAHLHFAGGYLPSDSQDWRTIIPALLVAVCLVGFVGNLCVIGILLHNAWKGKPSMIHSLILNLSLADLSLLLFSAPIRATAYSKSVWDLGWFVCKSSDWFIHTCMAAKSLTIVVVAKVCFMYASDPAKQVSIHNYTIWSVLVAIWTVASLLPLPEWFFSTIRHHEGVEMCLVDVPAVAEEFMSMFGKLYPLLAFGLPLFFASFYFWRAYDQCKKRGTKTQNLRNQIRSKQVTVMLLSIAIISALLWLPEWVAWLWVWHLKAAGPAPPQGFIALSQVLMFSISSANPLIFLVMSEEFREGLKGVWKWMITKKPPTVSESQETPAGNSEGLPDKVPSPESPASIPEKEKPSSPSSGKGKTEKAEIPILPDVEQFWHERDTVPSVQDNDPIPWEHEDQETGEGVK
TEAD-YAP inh – TEAD-YAP interaction inhibition, primary screen, TEAD-YAP interaction inhibitor project, luminescence, HEK-TIYL cells; TEAD-Gal4/YAP UAS-luciferase luminescence; AID 1259422, 2018; inhibition, % at 9.12 µM; actives 1.4% (n = 640,000); in the data active means inhibition above about 32%;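 further: 0% = median of test compound wells and 100% = reference inhibitor wells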
MITF inh – MITF inhibitors, primary screen, biochemical, AlphaScreen, human; Microphthalmia-associated transcription factor (Homo sapiens), O75030; AlphaScreen MITF homodimerization, bead proximity signal; inhibition, % at 2.6 µM; actives 0.91% (n = 650,000); in the data active means inhibition above about 50%;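 further: 0% = vehicle wells with protein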
Target sequence (O75030 whole entry, looked up): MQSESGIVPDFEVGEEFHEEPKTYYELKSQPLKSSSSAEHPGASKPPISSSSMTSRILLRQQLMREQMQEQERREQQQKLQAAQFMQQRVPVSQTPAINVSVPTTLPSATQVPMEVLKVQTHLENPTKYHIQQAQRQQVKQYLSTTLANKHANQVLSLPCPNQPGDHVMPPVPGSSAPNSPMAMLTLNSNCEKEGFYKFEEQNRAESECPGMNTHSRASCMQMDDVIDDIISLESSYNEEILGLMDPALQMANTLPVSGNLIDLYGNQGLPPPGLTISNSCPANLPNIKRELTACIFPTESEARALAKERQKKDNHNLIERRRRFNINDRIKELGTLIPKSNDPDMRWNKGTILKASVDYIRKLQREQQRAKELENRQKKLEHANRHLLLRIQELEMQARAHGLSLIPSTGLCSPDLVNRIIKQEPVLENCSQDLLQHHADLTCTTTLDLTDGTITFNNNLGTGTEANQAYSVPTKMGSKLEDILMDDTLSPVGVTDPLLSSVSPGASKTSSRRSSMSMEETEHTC
FBW7 activator – FBW7 E3 ligase activators, primary screen, biochemical, AlphaScreen, human; F-box/WD repeat-containing protein 7 (Homo sapiens), Q969H0; AlphaScreen FBW7–phospho-cyclin E peptide binding, activator screen; normalized activity (activation), % at 26.1 µM; actives 0.13% (n = 650,000); in the data active means normalized activity above about 1.9%;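 further: purified mutant Fbw7 with reduced substrate affinity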
* hit, by the source's call. An unsorted share of the library; overall some 3.5% were active at least once.

SMILES | GPR151 ag | TEAD-YAP inh | MITF inh | FBW7 activator
COc1ccc(C2CC(C(F)(F)F)n3nc(C(=O)Nc4ccccc4SC)c(Cl)c3N2)cc1 (stereo unspecified) | 0.7 | 2.0 | -0.9 | -0.1
O=[N+]([O-])c1nn(-c2ccc(Cl)cc2)n(O)c1=Nc1ccccc1Cl | -0.5 | 5.9 | 1.3 | -0.2
COc1ccc(CCNC(=O)c2csc(Nc3ccc4ncccc4c3)n2)cc1 | 0.0 | 9.9 | 8.4 | -0.1
COC(=O)CN1C(=O)COc2cc(S(=O)(=O)N3CCOCC3)ccc21 | 0.1 | -0.5 | 1.4 | -0.1
CN(C)C(=O)c1ccc(Nc2nnc(-c3ccc(C(N)=O)cc3)c3ccccc23)cc1 | 0.0 | -5.9 | -7.7 | -0.1
CCCOc1ccc(C2C(=O)N(C3CCCCCC3)CC(=O)N2C2CC2)cc1OC (stereo unspecified) | -1.1 | 2.9 | 0.8 | 0.2
CC1=C(C(=O)Nc2ccccn2)C(c2cccc(Oc3ccccc3)c2)C2=C(CC(C)(C)CC2=O)N1 (stereo unspecified) | -0.4 | 10.0 | -11.3 | 0.0
O=C(COc1ccc(S(=O)(=O)NCc2ccccc2)cc1)Nc1cccc([N+](=O)[O-])c1 | 0.6 | 12.2 | 4.4 | 0.1
C/C(=N/NS(=O)(=O)c1ccccc1)c1ccc(NC(=O)C(F)(F)F)cc1 | 0.7 | -7.8 | 16.8 | 0.0
CC(C)C(=O)c1ccc(OCCOc2ccc(C(=O)C(C)C)cc2)cc1 | -0.1 | 1.9 | 5.9 | 0.0
CCOc1ccc2c(c1)s/c(=N/C(=O)Nc1ccc(OC)cc1)n2C | 1.2 | 11.3 | 6.8 | 0.0
CC(=O)c1cccc(S(=O)(=O)NCCC(=O)NC2CCCCCC2)c1 | -0.4 | 1.3 | 20.9 | 0.6
Cc1cccc(C(=O)Nc2c(C(=O)Nc3ccc(C)c(C)c3)cnn2-c2ccccc2)c1 | 0.9 | 1.7 | 8.2 | 0.1
COc1ccc(C(=O)C(C(c2ccccc2)N2CCOCC2)N2CCOCC2)cc1 (stereo unspecified) | -1.1 | -2.5 | 10.6 | 0.2
COC(=O)CCC(=O)Nc1nc(-c2ccccc2)cs1 | -3.8 | -15.5 | -6.8 | -0.2

Full records, quoted from the list. Values in the order: GPR151 ag, TEAD-YAP inh, MITF inh, FBW7 activator
Entry for `CC(=O)c1cccc(S(=O)(=O)NCCC(=O)NC2CCCCCC2)c1` = -0.4, 1.3, 20.9, 0.6
Entry for `COc1ccc(C2CC(C(F)(F)F)n3nc(C(=O)Nc4ccccc4SC)c(Cl)c3N2)cc1` (stereo unspecified) = 0.7, 2.0, -0.9, -0.1

Structural class: the entries above containing four or more nitrogen atoms (5)
SMILES | GPR151 ag | TEAD-YAP inh | MITF inh | FBW7 activator
COc1ccc(C2CC(C(F)(F)F)n3nc(C(=O)Nc4ccccc4SC)c(Cl)c3N2)cc1 (stereo unspecified) | 0.7 | 2.0 | -0.9 | -0.1
O=[N+]([O-])c1nn(-c2ccc(Cl)cc2)n(O)c1=Nc1ccccc1Cl | -0.5 | 5.9 | 1.3 | -0.2
COc1ccc(CCNC(=O)c2csc(Nc3ccc4ncccc4c3)n2)cc1 | 0.0 | 9.9 | 8.4 | -0.1
CN(C)C(=O)c1ccc(Nc2nnc(-c3ccc(C(N)=O)cc3)c3ccccc23)cc1 | 0.0 | -5.9 | -7.7 | -0.1
Cc1cccc(C(=O)Nc2c(C(=O)Nc3ccc(C)c(C)c3)cnn2-c2ccccc2)c1 | 0.9 | 1.7 | 8.2 | 0.1

The results go on.
SMILES | GPR151 ag | TEAD-YAP inh | MITF inh | FBW7 activator
NC(=O)CN1CCOCCOCCN(CC(N)=O)CCOCC1 | -0.2 | 0.6 | -4.9 | -0.1
O=S(=O)(Nc1cccc(-c2nnc3n2CCCCC3)c1)c1ccc2c(c1)OCCO2 | 2.2 | -3.8 | -4.4 | -0.1
CCCN(C(=O)C1CCC1)c1nnc(-c2cccnc2)s1 | 0.5 | -15.7 | 15.6 | 0.3
CCOC(=O)c1c(NC(=O)c2cc3nc(-c4ccc(OC)cc4)cc(C(F)(F)F)n3n2)sc(C)c1C | -0.5 | 0.5 | 7.7 | -0.1
CC(=O)N1c2ccccc2NC2=C(C(=O)CC(c3cccc([N+](=O)[O-])c3)C2)C1c1ccco1 (stereo unspecified) | -0.3 | 4.2 | 21.1 | 0.1
O=C(NCc1ccc(Cl)cc1Cl)Nc1cccc([N+](=O)[O-])c1 | 1.7 | -16.4 | -6.1 | 0.1
CCOC(=O)c1c(C)oc2cc(Br)c(O)c(CN(C)C)c12 | -0.7 | -8.8 | -4.9 | 0.0
COc1ccccc1NC(=O)CCC(=O)OCC(=O)c1ccc(C)c([N+](=O)[O-])c1 | 0.8 | 3.8 | 1.6 | 0.1
CCOC(=O)c1sc2nc(SCC(=O)NCc3ccccc3Cl)n(CC3CCCO3)c(=O)c2c1C (stereo unspecified) | 0.5 | -19.7 | -1.4 | -0.1
O=C(CNC(=O)c1ccco1)N/N=C/c1ccccc1O | -1.4 | -5.0 | 10.7 | -0.3
CC(=O)c1ccc(NC(=O)/C(=C/c2ccc(Cl)cc2)NC(=O)c2ccco2)cc1 | 0.1 | -4.0 | -11.0 | 0.7
CCCC1(C2CCN(C(=O)c3ccccc3C)CC2)NC(=O)N(CC2CCCO2)C1=O (stereo unspecified) | -1.2 | -12.2 | 7.5 | -0.3
COc1cc(C=O)ccc1OCc1ccc(I)cc1 | -0.2 | -76.2 | -8.6 | 0.0
Nc1ccc(C(=O)Nc2ccccc2C(=O)O)cc1 | -7.5 | 0.3 | 15.2 | -0.4
CCCCC(CC)C(=O)Nc1ccc(C(=O)N(CC)c2ccccc2)cc1 (stereo unspecified) | 0.3 | 0.2 | -0.1 | -0.1
COc1cc(-c2cc(C#N)on2)ccc1OCc1ccccc1 | -2.3 | -31.7 | 10.3 | 0.8
CC1=C(C(=O)OC(C)C)C(c2cn(-c3ccccc3)nc2-c2cccc([N+](=O)[O-])c2)C(C(=O)OC(C)C)=C(C)N1 | 0.0 | 15.1 | 1.6 | 0.0
Cc1cc(/C=C2/NC(=O)N(Cc3ccccc3F)C2=O)c(C)n1-c1ccc2c(c1)OCO2 | 1.1 | -3.5 | 3.9 | -0.1
CCOC(=O)C1=CN(Cc2ccc(Cl)cc2)C=C(C(=O)OCC)C1c1ccc(C)s1 | -1.7 | 3.9 | -22.5 | 0.1
COc1cc(CN2CCN(c3ccccc3F)CC2)cc(OC)c1O | 0.7 | -4.3 | 48.2 | 0.0
CCCCNS(=O)(=O)c1ccc(NC(=O)C(Cl)Cl)cc1 | 0.0 | 7.0 | -2.8 | 0.2
COc1ccc(NC(=O)c2ccc3c(c2)C(=O)N(c2nccs2)C3=O)cc1 | -1.0 | 6.0 | 10.4 | 0.1
O=C(CC1S/C(=N\N=C\c2cccc(O)c2)NC1=O)Nc1ccccc1C(F)(F)F (stereo unspecified) | 1.2 | -4.3 | 1.7 | 0.0
Cc1cc(NCCCN2CCCC2=O)nc(NC2CCC(O)CC2)n1 (stereo unspecified) | 0.8 | -3.2 | -7.2 | -0.2
COc1ccc(Br)cc1/C=C/C(=O)NCc1ccccc1 | -1.1 | -0.8 | -12.4 | 0.2
CC1CC(C)CN(c2ncnc3c2cnn3-c2ccc(F)cc2)C1 (stereo unspecified) | -1.0 | -24.0 | 13.8 | 0.3
COc1ccccc1C(=O)CSc1nnc(NCCCN2CCOCC2)s1 | 2.1 | 3.8 | -2.7 | 0.1
O=C(NNc1nc(-c2ccccc2)c2cc(Cl)ccc2n1)c1ccncc1 | -0.4 | -11.0 | 11.7 | 0.7
Cc1ccc(CC2(CCC(=O)NCc3csc(Cc4ccccc4)n3)CCC(=O)N2)cc1 (stereo unspecified) | -0.3 | 4.9 | 2.9 | -0.1
CC(C)(C)c1ccc(/C=C2/SC(N)=NC2=O)cc1 | 0.7 | -7.2 | 19.3 | 0.3
CCOc1ccc(N2CC(NC(=O)Nc3ccc(C(N)=O)cc3)CC2=O)cc1 (stereo unspecified) | -0.6 | -4.5 | -8.5 | -0.1
COc1ccc(-n2c3c(cc(C(=O)NNc4ccccc4C)c2=O)C(=O)CC(C)(C)C3)cc1 | 1.7 | -0.4 | -3.5 | 0.0
O=C(NCCCN1CCOCC1)C1C2C=CC3(CN(Cc4ccccc4Cl)C(=O)C13)O2 (stereo unspecified) | -0.1 | 8.3 | 20.0 | 0.0
O=C(Cn1nnnc1CN1CCCCCC1)NCCN1CCCC(O)C1 (stereo unspecified) | 0.5 | 5.0 | 7.8 | 0.0
CC1CCN(S(=O)(=O)c2ccc(F)c(C(=O)Nc3ccc(F)cc3)c2)CC1 | 0.4 | -11.0 | -9.4 | 0.0
C=CCn1c(N)cc(=O)nc1SCC(=O)Nc1ccc(C(=O)OC)cc1 | -0.8 | 20.1 | 12.2 | 0.8
CCOc1ccc(C(c2nnnn2Cc2ccccc2)N2CCC(C(N)=O)CC2)cc1 (stereo unspecified) | 2.2 | 1.0 | 5.6 | -0.1
O=c1c2nnn(-c3ccc(F)cc3)c2ncn1Cc1ccc(Br)cc1 | -1.3 | -5.3 | 4.5 | 0.1
CCCc1cc(=O)[nH]c2nnc(SCC(=O)Nc3ccc(C(=O)OC)cc3)n12 | -0.8 | 5.5 | -0.8 | -0.1
CCOC(=O)c1c(-c2ccc(F)cc2)nn2c(C)c(CCC(=O)O)c(C)nc12 | 0.2 | 27.2 | 6.6 | 0.0
COC(=O)c1cc(S(=O)(=O)Nc2cc(Cl)ccc2C)cn1C | -1.2 | 5.8 | 7.0 | -0.2
O=C(Nc1ccc2c(c1)OCO2)c1cccc(Nc2ccc3ncccc3c2)c1 | -0.6 | -33.8 | 10.3 | -0.1
CC(C)(C)c1nc2ccccc2c2nn(CC(=O)NC3CCCCC3)c(=O)n12 | 0.6 | -3.5 | 2.4 | -0.3
COC(=O)c1ccc(OCC(O)CN2CC(C)CC(C)C2)cc1 (stereo unspecified) | 1.8 | 1.5 | -5.8 | -0.1
CCOc1ccc(NC(=O)c2cccc([N+](=O)[O-])c2C)cc1 | -0.5 | -6.7 | -5.8 | 0.1
O=C(c1cnn2c(C(F)(F)F)cc(-c3ccco3)nc12)N1CCCCC1 | 0.9 | -9.8 | 17.8 | 0.1
CC(C)C(NC(=O)/C(=C/c1ccccc1)NC(=O)c1ccc(Br)o1)C(=O)O (stereo unspecified) | -0.5 | 3.6 | 3.5 | 0.2
CN(C)/N=C/c1cn(-c2ccccc2)nc1-c1cccnc1 | -0.5 | 7.9 | 4.0 | 0.0
O=C(c1cc([N+](=O)[O-])ccc1NCC1CCCO1)N1CCCc2ccccc21 (stereo unspecified) | -0.5 | 6.2 | 15.4 | 0.0
O=C(O)c1cccc(NS(=O)(=O)c2cccc(C(=O)Nc3ccc(F)cc3)c2)c1 | 1.1 | 3.0 | 2.8 | 0.0
CCc1ccccc1NC(=O)c1c(NC(=O)c2cccc(Cl)c2)sc2c1CCCC2 | 0.8 | -2.2 | 3.3 | 0.0
CC(Sc1nc(-c2ccccc2)ccc1C#N)C(=O)O (stereo unspecified) | 1.3 | 7.5 | -2.1 | 0.0
O=C(NCC1CCCO1)c1ccc2c(=O)n(CC3CCCO3)c(SCc3cc(=O)n4ccccc4n3)nc2c1 (stereo unspecified) | 0.7 | 3.5 | 16.5 | 0.7
CCC(CC)NC(=O)c1cccc(OC)c1OC | 1.5 | 7.6 | 12.9 | 0.1
CCOc1ccc(/C=N/NC(=O)CNc2cccc(Cl)c2)cc1O | -1.0 | -6.3 | 2.2 | -0.1
OCCC1CN(Cc2cc(Cl)ccc2O)CCN1CCc1ccccc1 (stereo unspecified) | -0.1 | -6.8 | 3.2 | -0.2
CC(C)(C)C(=O)Nc1ccnn1C1CCN(Cc2ccc(C#CCCO)cc2)CC1 | 3.0 | 10.1 | -4.7 | -0.1
CS(=O)(=O)N1CCN(c2ccc(NC(=O)c3ncoc3-c3cccs3)cc2)CC1 | 2.2 | 2.0 | 7.9 | -0.1
COC(=O)c1cccc(CN2CCN(c3ccccc3F)CC2)c1 | 1.5 | -8.6 | 5.1 | 0.2
O=C(NCCOc1ccccc1)c1cncc(-c2ccc(C(=O)NC3CC3)cc2)c1 | 2.2 | 3.4 | 1.5 | 0.0
(cont.)
SMILES | GPR151 ag | TEAD-YAP inh | MITF inh | FBW7 activator
Cc1c(NC(=O)CSCc2c(Cl)cccc2Cl)c(=O)n(-c2ccccc2)n1C | -0.2 | 14.3 | 0.7 | 0.0
CCSc1nc2c(c(=O)[nH]1)C(C(C)C)C(C#N)=C(N)O2 (stereo unspecified) | 1.1 | -1.7 | -14.1 | 0.0
Oc1ccccc1-c1cc(C(F)F)on1 | 2.9 | 3.0 | 9.2 | 0.2
O=C(Cc1csc(-n2cccc2)n1)N1CCC(c2nc3ccccc3s2)CC1 | 0.2 | 8.2 | 11.2 | 0.1
Cc1ccc(NC(=O)CN2C(=O)CSCC2=O)c(C)c1 | -2.7 | 12.5 | 16.7 | 0.1
CN1CCCC1=NCCCn1cnc2c1c(=O)n(C)c(=O)n2C | 3.0 | 0.1 | 3.6 | 0.0
CC1CCCN(c2nc3c(c(=O)[nH]2)CCN(Cc2cnc(N(C)C)nc2)C3)C1 (stereo unspecified) | 0.2 | 1.0 | 0.4 | 0.0
CC(C)OC(=O)c1ccc(N2C(=O)c3ccccc3C2=O)cc1 | 1.5 | 9.9 | 11.3 | 0.0
COc1cccc(C(=O)/C=C/Nc2ccc([N+](=O)[O-])cc2OC)c1 | 0.4 | 34.6* | 1.1 | -0.1

From PubChem BioAssay
